bovine MsrA act = activators of bovine methionine sulfoxide reductase A; purified bovine MsrA, absorbance read-out; activation, % at 10.6 µM; actives 0.3% (n = 360,000); in the data active = activation above about 7.5%;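 note: 0% = vehicle and 100% = reference activator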
SKN-1 block = blocks SKN-1 activity in C. elegans | C. elegans VP596 Pgst-4::GFP/RFP ratio, acrylamide-induced, 24 h | inhibition, % at 21.8 µM | actives 0.49% (n = 360,000);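 active = interference check ratio from 0.5 to 1.5 plus GFP to RFP signal ratio inhibition reaching or exceeding a fixed threshold, cut at about 30% in these data, passing the limit was not always enough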; note: some compounds called inactive have numbers as strong as hits
MsrA inh = bovine MsrA inhibition | purified bovine MsrA, absorbance read-out | inhibition, % at 15.5 µM | actives 0.75% (n = 360,000); in the data active = inhibition above about 4.5%;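 note: 0% = vehicle wells with enzyme and 100% = reference inhibitor wells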
Rin1 Abl inh = inhibitors of human Rin1-Abl protein interaction. P00519+Q13671. TR-FRET Rin1/Abl binding, biochemical. AID 588664. actives 0.4% (n = 360,000). inhibition, % at 7.35 µM; in the data active = inhibition above about 5%, passing the limit was not always enough
E coli Lon inh = E. coli protease La inhibition. P0A9M0. purified E. coli Lon protease, fluorescence polarization. inhibition, % at 7.94 µM. actives 0.42% (n = 360,000). AID 602123; in the data active = inhibition above about 13%, passing the limit was not always enough;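 note: 0% = enzyme with probe and DMSO and 100% = no enzyme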
Target sequence (P0A9M0 whole entry, looked up): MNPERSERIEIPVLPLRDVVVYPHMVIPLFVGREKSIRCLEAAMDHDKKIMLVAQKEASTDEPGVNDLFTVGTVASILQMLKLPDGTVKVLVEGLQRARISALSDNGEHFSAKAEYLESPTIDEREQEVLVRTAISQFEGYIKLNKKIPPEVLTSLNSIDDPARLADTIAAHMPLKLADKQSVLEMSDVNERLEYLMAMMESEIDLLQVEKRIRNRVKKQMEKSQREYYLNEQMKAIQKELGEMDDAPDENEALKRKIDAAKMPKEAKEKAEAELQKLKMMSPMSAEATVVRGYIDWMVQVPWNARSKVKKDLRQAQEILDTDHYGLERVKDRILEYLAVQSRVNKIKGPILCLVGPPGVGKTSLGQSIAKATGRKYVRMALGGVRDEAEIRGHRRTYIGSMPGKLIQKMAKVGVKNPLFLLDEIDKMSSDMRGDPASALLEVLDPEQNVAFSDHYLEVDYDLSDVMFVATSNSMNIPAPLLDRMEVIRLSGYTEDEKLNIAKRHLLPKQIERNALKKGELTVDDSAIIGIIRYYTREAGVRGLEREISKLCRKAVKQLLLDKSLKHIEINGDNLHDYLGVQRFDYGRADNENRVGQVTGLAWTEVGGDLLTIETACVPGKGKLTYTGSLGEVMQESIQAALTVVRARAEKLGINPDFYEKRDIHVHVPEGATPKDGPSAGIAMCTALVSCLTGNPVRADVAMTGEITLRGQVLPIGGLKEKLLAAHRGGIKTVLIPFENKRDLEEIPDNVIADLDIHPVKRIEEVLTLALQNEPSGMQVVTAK
MT1-MMP act inh = inhibitors of human MT1-MMP activation | HT1080 RFP-PRO-GFP cells, GFP/RFP ratio fluorescence, overnight; percent of plate control window, DMSO zero | P50281 | GFP/RFP ratio change, % at 20 µM | AID 651647 | actives 0.061% (n = 360,000);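 active = GFP/RFP ratio change of at least 30% with cell ATP level not reduced by more than half and red fluorescence within 50% of control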; note: strong numbers were not always called active
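Assay system: HT1080 cells carrying an RFP-PRO-GFP reporter | Dosing: Single dose of 20 µM compound, 1% DMSO final | Incubation: Cells overnight before dosing, compound overnight, 37 °C, 5% CO2 | Evaluation: GFP/RFP fluorescence ratio | Control set: DMSO and RFP-L50D-GFP cell wells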
CendR NRP1 mod = alters CendR peptide binding to human NRP-1; FAM-RPARPAR peptide binding to NRP-1, fluorescence polarization; actives 0.85% (n = 360,000); O14786; inhibition, % at 25 µM; AID 602438;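 active = inhibition or corrected inhibition above about 18%, plus a signal ratio from 0.5 to 1.5, limit read from the data, passing the limit was not always enough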; note: strong numbers were not always called active
FAS TE block = inhibitors of human fatty acid synthase thioesterase domain; P49327; recombinant FAS-TE, OMFH fluorogenic substrate, fluorescence endpoint; inhibition, % at 15 µM; actives 0.67% (n = 360,000);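 active = compounds whose normalised, plate-corrected inhibition of enzyme fluorescence in the single-dose primary screen is 50% or more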;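 note: 0% = DMSO with enzyme and 100% = substrate without enzyme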
Neddylation inh = inhibitors of human cullin neddylation; TR-FRET cullin neddylation, biochemical; calls only at 25 µM; actives 0.58% (n = 360,000); AID 651699; in the data active = inhibition above about 36%
An asterisk follows results filed as active; i = inactive; . = not tested or not shown; + = active, no number.

SMILES	bovine MsrA act	SKN-1 block	MsrA inh	Rin1 Abl inh	E coli Lon inh	MT1-MMP act inh	CendR NRP1 mod	FAS TE block	Neddylation inh
COc1ccc(C2C=C(c3ccc(C)cc3)Nc3ncnn32)cc1 (centres undefined)	-1	-5	0.6	-3	0	-15	8	5	.
O=C(CCc1ccccc1)NNC(=O)c1ccco1	-4	11	0.4	-1	-2	3	3	-5	i
O=C(COC(=O)Cc1n[nH]c(=O)c2ccccc12)NNC(=O)c1ccccc1	-4	2	0.4	1	-20	-3	-10	-3	i
Cc1ccccc1-c1cnc(C(O)c2ccc(-c3ccccc3)cc2)[nH]1 (centres undefined)	-5	23	-1.6	-3	9	6	22	7	i
COCCN1C(=O)c2ccccc2C1c1nnnn1Cc1ccccc1 (centres undefined)	-4	5	0.3	.	-6	2	7	-10	i
CCN(C(=S)Nc1cc(S(=O)(=O)N2CCOCC2)ccc1Cl)c1cccc2ccccc12	0	5	0.3	-4	2	6	0	42	i
Fc1ccc(/C=C2\CCCC3=C2Nc2ncnn2C3c2ccc(F)cc2)cc1 (centres undefined)	-8	-26	1.0	3	-9	-24	-10	17	i
CC1(C)Cc2cccc(OCC(=O)N3CCN(S(=O)(=O)c4ccc(F)cc4)CC3)c2O1	0	-32	-1.0	2	-9	-4	-2	6	i
CCOc1ccc(N2CC(C(=O)NCCN3C(=O)S/C(=C\c4ccc(OC)cc4)C3=O)CC2=O)cc1 (centres undefined)	-3	0	0.9	4	-2	0	-3	-10	i
CCC(=O)NCc1c(C)c(C)n(Cc2ccccc2)c1-n1cccc1	-2	31	1.3	-1	-2	-1	17	-1	i
COc1ccc(N=C2SC(CC(=O)Nc3ccccc3)C(=O)N2Cc2ccco2)cc1 (centres undefined)	-8	0	0.3	-1	9	0	-5	30	i
CCCCn1c(N)c(N(CCOC)C(=O)CCS(=O)(=O)c2ccc(C)cc2)c(=O)[nH]c1=O	-2	20	-0.7	-2	5	0	-3	-5	i
O=C(NCC(=O)N1CCN(C(=O)c2ccco2)CC1)c1cccc(Cl)c1	-7	-2	0.0	0	2	0	6	-4	i
CC1(C)Cc2ccccc2C(NNC(=O)c2ccccc2)=N1	-4	-10	-1.1	2	7	1	-1	-3	i
COC(=O)C1CCN(C(=O)COc2cc3sc(C)nc3c3sccc23)CC1	-2	4	1.1	1	-4	2	9	-7	i
CCn1c(SCC(=O)N/N=C/c2ccncc2)nc2ccccc21	-2	6	-0.8	-1	5	-1	2	-2	i
COc1ccc(N2CCN(C(=O)CSc3nnc4c(C)cc5ccccc5n34)CC2)cc1	-1	-6	0.7	-1	5	-4	-16	0	i
Cc1ccc(C(=O)N/C(=C/c2ccco2)C(=O)NCCc2c[nH]c3ccccc23)cc1C	-10	-7	-0.2	1	-4	-2	11	4	i
CCCNC(=O)C1(C)CCCN(C(=O)CN2C(=O)c3ccccc3C2=O)C1 (centres undefined)	-5	4	0.5	2	-2	0	-6	-10	i
C=CCNC(=O)C1CCCN(S(=O)(=O)c2ccc(-n3cnnn3)cc2)C1 (centres undefined)	-3	4	-0.2	0	-7	-1	4	0	i
Cc1cccc(C(=O)N/C(=C/c2ccco2)C(=O)N2CCCCCC2)c1	-7	11	0.2	-2	-33	-5	-23	-3	i
O=C(NNC(=O)c1ccc(S(=O)(=O)N2CCCCC2)cc1)c1ccc(F)cc1	-1	4	-0.1	-1	-3	3	12	-4	i
COc1ccc(/C=C/C(=O)c2ccccc2O)cc1	-3	26	.	2	5	1	1	-1	i
COc1cc(C(=O)OCC(=O)Nc2cc(C)on2)c([N+](=O)[O-])cc1OC	-3	4	2.4	-4	0	-1	10	-4	i
CCN1CCCC1CNc1ncnc2c1[nH]c1ccc(F)cc12 (centres undefined)	-9	-15	1.0	2	3	-3	-14	-5	+

Compound profiles, from the list above. Order of values: bovine MsrA act	SKN-1 block	MsrA inh	Rin1 Abl inh	E coli Lon inh	MT1-MMP act inh	CendR NRP1 mod	FAS TE block	Neddylation inh
CCN1CCCC1CNc1ncnc2c1[nH]c1ccc(F)cc12 (centres undefined) in the list: -9	-15	1.0	2	3	-3	-14	-5	+
C=CCNC(=O)C1CCCN(S(=O)(=O)c2ccc(-n3cnnn3)cc2)C1 (centres undefined) in the list: -3	4	-0.2	0	-7	-1	4	0	i

Following part.
SMILES	bovine MsrA act	SKN-1 block	MsrA inh	Rin1 Abl inh	E coli Lon inh	MT1-MMP act inh	CendR NRP1 mod	FAS TE block	Neddylation inh
Cc1[nH]c(=O)[nH]c(=O)c1S(=O)(=O)N1CCOCC1	-2	1	-0.5	-1	-4	-2	8	-8	i
CC1CCCCN1S(=O)(=O)c1ccc(NC(=O)c2cccc(-n3cnnn3)c2)cc1 (centres undefined)	-1	6	0.0	-1	1	4	-4	16	i
COCc1cc(=O)n2[nH]cc(-c3ccccc3)c2n1	-10	-18	1.6	0	-2	0	-2	-5	.
Cc1cc(Oc2ccccc2)nc(N)n1	-4	5	1.0	0	-7	1	1	-6	i
COc1ccc(-c2nnc(N(C)C(=O)c3ccno3)s2)cc1	0	17	-0.3	1	6	-3	-4	-3	.
CN(C)C(=O)c1cn(N(C)c2ncc(C(F)(F)F)cc2Cl)c(=O)c2ccccc12	1	-4	-0.7	1	-4	0	21	-7	i
COc1ccc(OC(=O)C(C)N2C(=O)c3ccccc3C2=O)cc1 (centres undefined)	-1	-11	-1.2	-2	1	1	4	5	i
CC1(C)CN(c2ccc(CC#N)cc2)C1=O	-2	-6	0.7	1	-5	3	-6	-3	i
CCCCCCNC(=O)CSc1nccn1Cc1ccccc1	-3	4	0.5	1	-3	-2	4	-2	i
N#Cc1c(SCC(=O)O)nc(-c2ccccc2)c2c1CCCC2	0	8	0.2	-5	-1	5	0	-6	i
O=[N+]([O-])c1cccc(COc2ncnc3cc([N+](=O)[O-])ccc23)c1	1	9	1.7	-3	8	2	4	23	i
CCOC(=O)/C(C#N)=C1/C(=O)N(Cc2ccccc2)c2ccccc21	-9	-1	1.2	-2	15	1	4	0	i
CC(C)(C)c1cc(CCC(=O)N2CCCC2)cc(C(C)(C)C)c1O	-10	-15	-0.3	1	10	-10	2	-4	i
NS(=O)(=O)c1ccc(NC(=S)Nc2ccc(S(=O)(=O)N3CCCC3)cc2)cc1	-8	1	0.4	3	-4	1	-3	-4	i
COc1cc(Cn2c3ccc(NC(=O)CC(C)(C)C)cc3c(=O)n2C)ccc1F	7	6	-1.0	-2	6	0	-22	-2	.
CS(=O)(=O)c1ccc2nc(NC(=O)c3ccc(NS(=O)(=O)c4ccc(F)c(F)c4)cc3)sc2c1	-6	-2	1.1	-4	-8	-1	-12	-9	i
COC(=O)CCCN1C(=O)NC(c2ccc(-c3ccccc3)cc2)C(C(=O)OCc2ccccc2)=C1C (centres undefined)	-2	-20	0.4	1	3	-3	-13	14	i
CC(C)c1ccc(NC(=O)CSc2n[nH]c(=O)n2-c2cccnc2)cc1	-4	-7	-0.4	3	4	2	3	3	i
O=C1c2ccccc2NC(c2cccnc2)N1c1ccccc1F (centres undefined)	-2	4	0.0	-2	1	2	-13	-2	.
COc1cccc(NC(=S)N(Cc2ccc(Cl)cc2)Cc2ccc(C(=O)O)cc2)c1	-7	-5	0.4	-1	0	-2	-13	-2	i
CC(OC(=O)/C=C/c1ccccc1Cl)C(=O)NC1CCCCC1C (centres undefined)	-12	-9	-0.7	1	7	-4	12	4	i
CCCc1c2c(cc3c(=O)cc(C(=O)OCC)oc13)CCCC2	-2	19	1.6	2	-4	-6	-6	19	i
CCC1(CC)Cc2ccccc2-c2nc(NN)[nH]c(=O)c21	-2	-11	1.1	1	-3	1	-2	-3	i
CCOc1ccccc1N(CC(=O)NC(C)(C)C)C(=O)c1ccc(CN2CCOCC2)o1	-8	-2	0.4	2	6	1	4	-6	i
C#CCOCCOCCOCCNc1nc(N2CCN(C(=O)[C@H]([C@@H](C)CC)n3cc(CCCCN)nn3)CC2)nc(N2CCN(C(=O)[C@H](CCCCN)n3cc(CCC(=O)O)nn3)CC2)n1	-2	-3	-0.7	3	-3	-1	-6	-6	i

Compounds listed so far that contain a COOH group:
SMILES	bovine MsrA act	SKN-1 block	MsrA inh	Rin1 Abl inh	E coli Lon inh	MT1-MMP act inh	CendR NRP1 mod	FAS TE block	Neddylation inh
N#Cc1c(SCC(=O)O)nc(-c2ccccc2)c2c1CCCC2	0	8	0.2	-5	-1	5	0	-6	i
COc1cccc(NC(=S)N(Cc2ccc(Cl)cc2)Cc2ccc(C(=O)O)cc2)c1	-7	-5	0.4	-1	0	-2	-13	-2	i
C#CCOCCOCCOCCNc1nc(N2CCN(C(=O)[C@H]([C@@H](C)CC)n3cc(CCCCN)nn3)CC2)nc(N2CCN(C(=O)[C@H](CCCCN)n3cc(CCC(=O)O)nn3)CC2)n1	-2	-3	-0.7	3	-3	-1	-6	-6	i

The list goes on.
SMILES	bovine MsrA act	SKN-1 block	MsrA inh	Rin1 Abl inh	E coli Lon inh	MT1-MMP act inh	CendR NRP1 mod	FAS TE block	Neddylation inh
O=C(CCNS(=O)(=O)c1ccc2[nH]c(=O)oc2c1)Nc1ccccc1	0	-14	.	3	5	1	1	-10	i
CCOc1ccccc1OC(=O)CN1C(=O)c2ccccc2C1=O	-7	-1	-0.2	0	1	-5	-1	1	i
Cc1ccc(C(C)C)cc1S(=O)(=O)NCc1cccnc1	-2	4	0.2	-3	-9	-2	17	-3	i
CN(C)c1ccc(N=Cc2nc(-c3ccccc3)oc2OC(=O)c2cccc(Cl)c2)cc1	-1	18	0.8	-2	-27	-6	28*	1	i
O=C(Nc1ccccc1-c1ccccc1)c1ccccc1Br	-2	3	-1.2	2	0	1	0	3	i
C=CCc1cccc(/C=N/n2cnnc2)c1O	-14	-24	0.9	-2	19	-8	16	-9	i
O=C(Nc1n[nH]c(C(F)(F)F)n1)C1CC1	-2	0	2.1	0	6	1	-4	-6	i
Cc1ccc(-c2ccc(/C=N/c3ncn[nH]3)o2)cc1Cl	0	3	1.4	1	1	3	-10	-11	i
C[C@H](CO)N1C[C@H](C)[C@@H](CN(C)C(=O)NC2CCCCC2)Oc2ncc(Br)cc2C1=O	-1	23	-1.6	2	-7	3	1	-5	i
CC(C)CN(C(=O)COC(=O)c1nc(Cl)ccc1Cl)C1CCS(=O)(=O)C1 (centres undefined)	-2	13	-0.1	0	4	2	-2	-4	i
CCN(CC)S(=O)(=O)c1ccc(Cl)c(NC(=O)COC(=O)c2nc3nc(C)cc(C)n3n2)c1	0	12	0.2	2	-10	2	6	-6	i
CCOC(=O)CSc1nnc(-c2ccccc2OC)o1	-1	-1	0.5	-2	-2	4	-7	-5	i
Cc1ccc(Cn2ncc(Cl)c(Cl)c2=O)cc1	-2	1	-0.7	1	5	-5	2	10	i
CCn1c(SCC(=O)NCC2CCCO2)nc2c(c1=O)SC(C)C2 (centres undefined)	-5	17	3.9	-1	-3	-6	-9	-3	i
Cn1c(NCc2ccccc2)nc2cc(-c3cccc(C(F)(F)F)c3)sc2c1=O	-2	10	-0.2	0	-11	4	-8	16	i
CC(C)(C)c1ccc(OCCOCCn2cnc3ccccc3c2=O)cc1	-2	20	0.4	3	-6	3	9	35	i
CC1CCN(C(=O)c2ncn3c2c(=O)[nH]c2cccnc23)CC1	-5	4	0.5	-1	-5	5	-1	-5	i
Cc1c(C)n(Cc2ccccc2)c2ncnc(NN)c12	-1	-16	-1.1	3	-20	4	1	-50	i
CC(=O)NCCC(=O)Nc1cc(S(=O)(=O)N2CCCCC2)ccc1Oc1ccccc1	-7	6	-0.7	4	-1	-1	4	3	i
CC(C)n1cc(/C=C2/SC(=O)N(CC(=O)Nc3ccc4c(c3)OCO4)C2=O)c2ccccc21	-3	1	-0.7	0	-1	-4	-12	2	i
CC(=O)Nc1ccc(S(=O)(=O)NCCc2c[nH]c3ccc(C)cc23)cc1	0	20	-1.7	3	-9	1	-1	2	i
COc1ccc(C(=O)c2c(C)oc3ccc(O)cc23)c(OC)c1	-3	-6	1.9	3	5	-1	-2	0	i
c1ccc(CCN2CN=C(Nc3nc4ccccc4o3)NC2)cc1	-1	-3	0.2	-1	7	6	2	5	i
Cc1ccc(CC(=O)Nc2nccs2)cc1C	-1	-4	-0.2	0	-2	0	-6	-4	i

Screens from PubChem.
